Screening results as filed in PubChem.
Cdc25B inh: inhibitors of Cdc25B phosphatase catalytic domain, primary screen, biochemical, OMFP fluorescence | M-phase inducer phosphatase 2 (Homo sapiens), P30305 | recombinant Cdc25B, OMFP fluorescence Ex485/Em525 | AID 368, 2006 | actives 0.1% (n = 65,000) | inhibition, %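 (compounds tested at 10 µM final in the well)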; in the data active means inhibition above about 50%
Target sequence (P30305 whole entry, looked up, the tested form may be a part): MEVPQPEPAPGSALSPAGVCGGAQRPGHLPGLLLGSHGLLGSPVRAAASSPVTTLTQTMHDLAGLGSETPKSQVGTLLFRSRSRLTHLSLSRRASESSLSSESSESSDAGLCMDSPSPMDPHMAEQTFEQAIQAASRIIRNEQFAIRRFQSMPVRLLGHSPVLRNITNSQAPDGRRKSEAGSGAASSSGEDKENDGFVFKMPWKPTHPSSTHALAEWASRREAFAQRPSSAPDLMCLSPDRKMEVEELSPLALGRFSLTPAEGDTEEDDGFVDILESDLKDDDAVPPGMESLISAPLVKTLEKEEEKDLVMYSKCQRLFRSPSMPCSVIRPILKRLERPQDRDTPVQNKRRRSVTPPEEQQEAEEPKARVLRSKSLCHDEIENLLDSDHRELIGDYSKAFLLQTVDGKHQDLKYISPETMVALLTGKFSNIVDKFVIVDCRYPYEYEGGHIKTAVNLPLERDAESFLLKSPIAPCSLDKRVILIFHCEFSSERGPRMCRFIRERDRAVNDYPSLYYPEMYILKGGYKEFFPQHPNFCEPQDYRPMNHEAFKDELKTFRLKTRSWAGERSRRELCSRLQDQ
JNK3 blocker: JNK3 kinase activity inhibitors, primary screen, biochemical, human, purified enzyme; Mitogen-activated protein kinase 10 (Homo sapiens), P53779; HTS; inhibition, % at 8 µM; actives 0.61% (n = 60,000); AID 746, 2007; in the data active means inhibition above about 17%;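 further: 0% = DMSO and 100% = reference inhibitor; many of its hits are not listed in these tables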
Target sequence (P53779 whole entry, looked up): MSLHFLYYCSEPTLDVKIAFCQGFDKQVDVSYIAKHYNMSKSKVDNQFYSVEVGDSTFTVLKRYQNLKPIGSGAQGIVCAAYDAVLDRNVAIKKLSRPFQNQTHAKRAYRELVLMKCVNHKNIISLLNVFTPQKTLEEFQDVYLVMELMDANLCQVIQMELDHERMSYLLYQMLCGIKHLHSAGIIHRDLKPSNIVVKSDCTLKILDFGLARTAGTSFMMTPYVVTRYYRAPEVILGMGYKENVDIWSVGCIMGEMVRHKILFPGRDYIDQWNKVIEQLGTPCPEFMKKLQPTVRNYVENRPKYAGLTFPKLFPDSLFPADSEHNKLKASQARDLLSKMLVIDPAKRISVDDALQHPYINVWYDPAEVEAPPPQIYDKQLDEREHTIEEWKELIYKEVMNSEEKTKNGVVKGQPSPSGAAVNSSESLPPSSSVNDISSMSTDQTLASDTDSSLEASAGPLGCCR
Hsp90 block: tumor Hsp90 inhibitors, primary screen, cell lysate, fluorescence polarization, NCI-N417 lysate. AID 429, 2006. Heat shock protein HSP 90-alpha (Homo sapiens), P07900. inhibition, % at 30 µM. actives 0.35% (n = 64,000). Cy3B-geldanamycin FP displacement;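 active means inhibition above 50%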;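 further: 0% = tracer plus lysate wells and 100% = tracer alone without lysate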
FXIa inh mix: FXIa protease inhibitors in compound pools, primary screen, biochemical, 10-compound mixtures. inhibition, % at 5 µM. actives 0.19% (n = 62,000). purified FXIa, fluorogenic substrate, pooled mixtures. Coagulation factor XI (Homo sapiens), P03951;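 further: each value is inhibition by a whole ten-compound pool holding the compound; 0% = enzyme with no mixture and 100% = wells lacking enzyme; strong numbers were not always called active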
AP ELISA ortho: alternative complement pathway inhibitors, primary screen, biochemical, ELISA, human serum, orthogonally pooled compounds; LPS-coated ELISA, C3 deposition; tested in compound mixtures; actives 0.08% (n = 62,000); inhibition, % at 5 µM;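 active means inhibition above 30% in each of the two pooled mixtures holding the compound, so the lower value exceeds 30%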;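 further: 0% = serum in Mg-EGTA without compound and 100% = EDTA serum blank; some compounds past the cut are filed as inactive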
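Test system: human serum alternative complement pathway, C3 deposition on LPS-coated wells; also added: Plate-bound LPS; doses: 5 µM per compound in ten-compound mixtures; schedule: 1 h at 37 °C; detection: Anti-C3 ELISA, OD 450 nm; evaluation: percent inhibition of C3 deposition onto LPS; repeats: two pool placements per compound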
MKP-1 inh: MKP-1 phosphatase inhibitors, primary screen, biochemical, in vitro; Dual specificity protein phosphatase 1 (Homo sapiens), P28562; recombinant MKP-1, OMFP hydrolysis fluorescence; inhibition, %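 (compounds tested at a single concentration somewhere between 10 and 100 µM)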; actives 0.15% (n = 65,000);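 active means inhibition above about 50%, limit read from the data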;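 further: 0% = DMSO max control wells and 100% = wells with enzyme stopped by NaOH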
Abs 340nm: compound light absorbance at 340 nm, profiling panel, artefact control, biochemical, MLSMR library, data from PS, PMK, MK assays | AID 708, 2007 | 65,000 tested, under 10 active | fold change at 10 µM | compound absorbance at 340 nm, fold over control;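 active means at 10 µM dose, initial 340 nm absorbance at least 2 fold that of control wells; inactive means change under 2 fold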;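 further: initial absorbance extrapolated from kinetic A340 decline of NADH oxidation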
FXIIa mix inh: human factor XIIa inhibitors, primary screen, biochemical, pooled compound mixtures, fluorogenic substrate | Coagulation factor XII (Homo sapiens), P00748 | purified FXIIa | inhibition, % at 5 µM | actives 0.2% (n = 62,000) | AID 684, 2007;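 further: 0% = enzyme without compound and 100% = no enzyme blank; some results filed as inactive read as strong as hits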
MMP-13 inhibitor: human MMP13 inhibitors, primary screen, biochemical, FRET peptide cleavage | Collagenase 3 (Homo sapiens), P45452 | MMP-13 fTHP FRET cleavage, Mca fluorescence | inhibition, % at 4 µM | actives 0.07% (n = 65,000) | AID 570, 2006;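 active means inhibition above the mean of compound-free control plate wells plus 3 SD, cut at about 14% in these data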;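 further: 0% = DMSO wells and 100% = wells with reference MMP-13 inhibitor after basal subtraction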
Starred values were filed as active, the others as inactive; · = not tested or not shown; [ ] = dose if it differs, or a comment. Unless noted, no stated cut-off is given here; in the data, active means inhibition above about 20% (passing the limit was not always enough); inactive means the rest.

SMILES	Cdc25B inh	JNK3 blocker	Hsp90 block	FXIa inh mix	AP ELISA ortho	MKP-1 inh	Abs 340nm	FXIIa mix inh	MMP-13 inhibitor
CC(C)(C)NC(=O)c1cnn2c1NC(c1ccc(F)cc1)CC2C(F)(F)F (stereo not given)	-13	5	-4	3	0	7	1	2	2
C=C(C)CSc1nnc([C@@H]2CCCN2C(=O)OC(C)(C)C)o1	6	-2	-1	5	10	26	1	7	6
Cn1c(CCCNC(=O)c2cccs2)nc2ccccc21	-3	3	-5	·	·	-6	1	·	6
Cc1cc(Cl)ccc1OC(C)C(=O)Nc1ccccc1N1CCOCC1 (stereo not given)	-5	0	-7	8	15	1	1	8	-3
CC1CN(C2CCN(S(=O)(=O)Cc3ccccc3)CC2)CC(C)O1 (stereo not given)	-5	-1	-4	·	·	-8	1	·	-1
CC(C)(C)c1csc(NC(=O)c2ccc(Cl)s2)n1	1	-3	-15	·	·	5	1.1	·	3
N=c1c(C(=O)NCc2ccco2)cc2c(=O)n3ccccc3nc2n1Cc1ccccc1	10	2	-5	3	14	1	1	13	-67[fluorescence artefact?]
COCCN1Cc2cccc(C(=O)NCc3ccccc3OC)c2C1=O	-2	11	-2	4	0	-1	0.97	5	6
Cc1ccc2c(c1)c1c(n2CC2COC(C)(C)O2)C(=O)CCC1 (stereo not given)	-10	10	-3	3	-13	-3	1	11	-28
O=C(C1CCN(C2CC(=O)N(c3cccc(Cl)c3)C2=O)CC1)N1CCCC1 (stereo not given)	6	6	-1	1	0	23	1	6	-2
Cc1cccn2c(=O)c3cc(C(=O)N(C)C)n(C)c3nc12	5	10	-5	-2	12	1	1.1	11	-58[fluorescence artefact?]
O=C(NC12CC3CC(CC(C3)C1)C2)c1ccc(=O)oc1	5	-4	-2	-1	-16	-19	1.3	-3	-2
Cc1cccc(NC(=O)COc2ccc(Br)cc2C)n1	1	-3	0	7	12	10	1	5	2
COc1ccccc1OCCn1c(=O)sc2ccccc21	-7	·	-4	9	2	-3	0.99	7	4
CCOC(=O)Cc1csc(SCn2nnc3ccccc3c2=O)n1	-14	·	·	5	9	4	0.98	-20	-4
O=C(C1CCC(CNc2c(N3CCOCC3)c(=O)c2=O)CC1)N1CCN(c2ccccc2)CC1 (stereo not given)	-4	9	0	5	2	5	1.1	3	-10
CCOc1cc(-c2nc(-c3ccc(OC)cc3)no2)cc(OCC)c1OCC	-9	-2	0	4	2	3	1	2	5
CC(=O)N1CCc2cc(S(=O)(=O)NC(CC(C)C)C(=O)N3CCc4ccccc4C3)ccc21 (stereo not given)	-4	0	-5	5	7	25	1.2	10	-2
COc1ccc(N2C(=O)CCC(C(=O)O)C2c2ccc(F)cc2)cc1 (stereo not given)	4	1	0	5	9	4	1	-18	0
Cc1csc(NC(=O)CSc2nsc(SCC(=O)Nc3nc(C)cs3)c2C#N)n1	-16	5	2	8	-4	14	1	6	4
Cc1ccc(S(=O)(=O)N2CCN(c3nc(C)nc4sc(C)c(C)c34)CC2)cc1	-2	7	2	1	15	5	1	-2	0
O=C(CCC1COc2ccccc2O1)Nc1ccc(Cl)cn1 (stereo not given)	-7	10	-6	9	5	2	1	7	1
Cc1cc(=O)[nH]c(SCc2nc3ccccc3n2Cc2ccccc2)n1	6	-2	2	1	20	-3	1	3	-2
CCC(=O)Nc1ccc(NC(=O)c2c(C)nc3ccccn23)cc1	-7	5	2	-2	11	-7	1	7	2
CCn1c(=O)c(C(=O)NCc2cccnc2)c(O)c2ccccc21	-1	·	-4	7	9	21	1	2	3

Other entries.
SMILES	Cdc25B inh	JNK3 blocker	Hsp90 block	FXIa inh mix	AP ELISA ortho	MKP-1 inh	Abs 340nm	FXIIa mix inh	MMP-13 inhibitor
O=C(c1ccco1)N1CCN(C(=O)c2cc(-c3ccccn3)nc3ccccc23)CC1	6	-5	-6	1	-11	7	1.1	3	-13
CCCS(=O)(=O)N1CCN(c2ccccn2)CC1	-3	5	-7	5	19	9	1	-16	-9
CCCCOC(=O)C1[C@H]2C(=O)N(CCc3ccccc3)C[C@]23C=C[C@H]1O3 (stereo not given in full)	9	-2	-2	5	1	-7	1	8	-2
O=C(O)C1C2C=CC(O2)C1C(=O)NCCC1=CCCCC1 (stereo not given)	1	-15	-8	12	2	19	1	13	-1
c1ccc(-c2csc(Nc3nc(N4CCOCC4)nc(N4CCOCC4)n3)n2)cc1	-10	·	·	0	6	13	1.1	2	·
O=C(Nc1ccc(-c2nc3ccccc3o2)cc1)C1CCCO1 (stereo not given)	-2	7	-1	6	14	-7	1.1	2	-69[fluorescence artefact?]
CCOC(=O)c1ccc(CSc2n[nH]c(C)n2)o1	1	1	-1	0	-8	2	1.1	-15	1
COc1ccc(CCNC(=O)CSc2nnc(Cn3c(=O)sc4ccccc43)n2C)cc1OC	6	0	-1	4	24	23	1	7	-2
COc1cccc2sc(N3CCN(c4nc5ccccc5s4)CC3)nc12	3	0	-4	7	5	12	1.1	-3	4
Cc1cc(C)nc(NS(=O)(=O)c2ccc(-n3cccc3)cc2)n1	-8	1	-8	6	12	-2	1	2	1
Cc1ccc(O)c(C(=O)c2cnc3c(c2)CN(CCC(C)C)C(=O)N3)c1	2	4	-7	-1	-3	25	1.1	-1	-1
CSCCC(Nc1nc2ccccc2s1)C(=O)O (stereo not given)	10	-2	3	0	2	2	1	-5	1
CCOC(=O)c1oc2cccc(OCC(O)CNC(C)C)c2c1C (stereo not given)	0	7	0	7	32	-3	1	3	-213[fluorescence artefact?]
Cc1ccc2occ(C(=O)c3ccco3)c(=O)c2c1	4	-4	-1	9	-1	-8	1	2	1
CCCc1cc(N2CCCC(C(=O)Nc3cc(Cl)ccc3OC)C2)n2ncnc2n1 (stereo not given)	-1	·	0	9	11	20	1	-2	-2
COc1ccccc1N1C(=O)C2C3C=CC(C3)C2(C)C1=O (stereo not given)	-4	-5	-3	6	12	1	1	2	-2
CC(C)C1N(C(=O)CN2CCCC2)CCN1S(=O)(=O)c1ccccc1 (stereo not given)	3	-5	-2	2	2	6	0.99	-2	3
O=C(CN1CCCCC1)Nc1nnc(-c2ccccc2)s1	-6	2	-4	3	-3	9	1.1	12	4
O=C(/C=C\Nc1cccc(F)c1)c1ccc2c(c1)OCO2	-8	-5	0	4	-9	1	1.1	-3	-10
N=c1c2c(n(Cc3ccc(F)cc3)c3c1CCC3)CCC2	-20	0	-5	1	6	4	0.99	4	-2
CC(C)N1C(=O)CCC1C(=O)NC1CCCC1 (stereo not given)	-5	-4	-2	25	49	1	0.99	7	-3
CN1CCN(c2nc(-c3ccccc3)nc3c2oc2ccccc23)CC1	-11	-1	-3	14	6	17	0.99	2	-9
Cc1nc(C)c(NC(=O)N2CCc3ccccc32)cc1NC(=O)N1CCc2ccccc21	14	2	-4	6	20	33	1	-5	5
CNc1oc(Cc2cccc3ccccc23)nc1C#N	6	2	-13	9	4	0	1	0	3
COC(=O)C1C(O)=C(C(C)=N)C(=O)CC1(C)C (stereo not given)	-1	-1	0	3	-10	10	1	5	2

13 compounds from above, ordered by length of the SMILES, low to high:
SMILES	Cdc25B inh	JNK3 blocker	Hsp90 block	FXIa inh mix	AP ELISA ortho	MKP-1 inh	Abs 340nm	FXIIa mix inh	MMP-13 inhibitor
CSCCC(Nc1nc2ccccc2s1)C(=O)O (stereo not given)	10	-2	3	0	2	2	1	-5	1
CC(C)N1C(=O)CCC1C(=O)NC1CCCC1 (stereo not given)	-5	-4	-2	25	49	1	0.99	7	-3
CCCS(=O)(=O)N1CCN(c2ccccn2)CC1	-3	5	-7	5	19	9	1	-16	-9
CCOC(=O)c1ccc(CSc2n[nH]c(C)n2)o1	1	1	-1	0	-8	2	1.1	-15	1
Cc1ccc2occ(C(=O)c3ccco3)c(=O)c2c1	4	-4	-1	9	-1	-8	1	2	1
COC(=O)C1C(O)=C(C(C)=N)C(=O)CC1(C)C (stereo not given)	-1	-1	0	3	-10	10	1	5	2
N=c1c2c(n(Cc3ccc(F)cc3)c3c1CCC3)CCC2	-20	0	-5	1	6	4	0.99	4	-2
O=C(/C=C\Nc1cccc(F)c1)c1ccc2c(c1)OCO2	-8	-5	0	4	-9	1	1.1	-3	-10
COc1ccccc1N1C(=O)C2C3C=CC(C3)C2(C)C1=O (stereo not given)	-4	-5	-3	6	12	1	1	2	-2
Cc1cc(C)nc(NS(=O)(=O)c2ccc(-n3cccc3)cc2)n1	-8	1	-8	6	12	-2	1	2	1
c1ccc(-c2csc(Nc3nc(N4CCOCC4)nc(N4CCOCC4)n3)n2)cc1	-10	·	·	0	6	13	1.1	2	·
COc1ccc(CCNC(=O)CSc2nnc(Cn3c(=O)sc4ccccc43)n2C)cc1OC	6	0	-1	4	24	23	1	7	-2
CCCCOC(=O)C1[C@H]2C(=O)N(CCc3ccccc3)C[C@]23C=C[C@H]1O3 (stereo not given in full)	9	-2	-2	5	1	-7	1	8	-2

Other structures.
SMILES	Cdc25B inh	JNK3 blocker	Hsp90 block	FXIa inh mix	AP ELISA ortho	MKP-1 inh	Abs 340nm	FXIIa mix inh	MMP-13 inhibitor
CCCCN(C)Cc1c(C)[nH]c2c(Cl)cccc2c1=O	-8	-3	-4	4	14	3	1	6	1
COc1ccc(CCC(=O)Nc2nc3c(s2)CN(C)CC3)cc1OC	2	-4	0	6	13	16	1.1	13	-11
O=C(NCCN1CCOCC1)c1csc2c1CCCCC2	-14	1	-3	5	0	4	0.98	-2	-1
O=C(Nc1nc(-c2ccccn2)cs1)c1ccc(S(=O)(=O)N2CCCCC2)cc1	1	-3	0	3	18	11	1.1	5	1
COc1ccc(CCNC(=O)CCS(=O)(=O)c2ccc3c(c2)CCN3C(C)=O)cc1OC	8	3	-3	2	13	0	0.99	5	1
Cc1ccc(N2C(=O)CSC2c2cccnc2)cc1F (stereo not given)	0	-2	1	6	12	0	1	6	-11
CCc1cc(C=NC2CCCCC2)c(O)s1	-4	7	0	2	9	-2	1.1	6	2
CCOC(=O)c1nnn(-c2nonc2N)c1COc1ccccc1	-5	-4	-4	4	-9	8	1	10	-1
COc1cc(CC(=O)NCc2ccc3c(c2)OCO3)cc(OC)c1OC	24	0	-4	0	19	2	1	-7	5
COCCNC(=O)Cn1nc(-c2ccccc2OC)ccc1=O	-5	2	-3	2	-2	-8	1	-5	3
CCn1cc(C(=O)OCc2ccc(F)cc2)c(=O)c2ccc(C)nc21	-9	-1	1	10	12	0	1	4	7
